RGS7-Gao reg: RGS7-Galphao binding modulators, primary screen, biochemical, multiplexed bead flow cytometry; Guanine nucleotide-binding protein G(o) subunit alpha (Homo sapiens), P09471; actives lie on both sides; binding response (% of control), % at 10 µM; 0.35% of 220,000 active; AID 1439, 2008; in the data active = binding response below about 49% or above about 150%; inconclusive = no clear call, values can overlap the other calls; inactive = in between;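 note: fluorescent Galphao held in activated GDP-AlF4 state binding bead-coupled RGS7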
Bim-Bcl-2: inhibitors of Bim-Bcl-2 binding, primary screen, biochemical, multiplexed, human Bcl-2 family. AID 950, 2007. 0.06% of 190,000 active. Bead-based flow cytometry, Bim peptide-Bcl-2 binding. inhibition, % at 10 µM. Apoptosis regulator Bcl-2 (Homo sapiens), P10415; in the data active = inhibition above about 40%; inconclusive = no clear call, values can overlap the other calls;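 note: 0% = no compound wells with probe peptide and 100% = reference peptide inhibitor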
Bcl-B Bim block: inhibitors of Bim-Bcl-B binding, primary screen, biochemical, multiplexed, human Bcl-2 family. bead-based flow cytometry, Bim peptide-Bcl-B binding. inhibition, % at 10 µM. 0.073% of 190,000 active. AID 951, 2007;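 note: 0% = tracer peptide without compound and 100% = reference inhibitor peptide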
Target sequence (Q9HD36 whole entry, looked up): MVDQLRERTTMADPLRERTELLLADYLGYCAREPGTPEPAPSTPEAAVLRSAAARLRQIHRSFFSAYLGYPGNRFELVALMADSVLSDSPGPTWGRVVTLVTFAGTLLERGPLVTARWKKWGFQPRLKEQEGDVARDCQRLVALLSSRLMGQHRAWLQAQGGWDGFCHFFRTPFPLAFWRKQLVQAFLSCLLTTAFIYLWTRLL
GSH fluor: compound fluorescence on glutathione beads, profiling panel, artefact control, biophysical, 488/530 nm, flow cytometry. fluorescence (KMESF) at 10 µM. GSH beads flow cytometry, compound fluorescence 488/530 nm; hits give high values. 0.25% of 190,000 active. AID 1776, 2009; in the data active = fluorescence above about 89;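 note: glutathione beads carrying GST-tagged Bcl family fusion proteins plus one bare bead set; values are compound well signal with DMSO vehicle wells as background; inactives centre near 16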
RGS8-Gao reg: RGS8-Galphao binding modulators, primary screen, biochemical, multiplexed bead flow cytometry | Guanine nucleotide-binding protein G(o) subunit alpha (Homo sapiens), P09471 | actives lie on both sides | response (percent of control binding), % at 10 µM | 0.34% of 220,000 active | AID 1423, 2008; in the data active = response below about 60% or above about 140%; inactive = in between;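 note: Galphao activated as the GDP aluminium fluoride complex binding bead-coupled RGS8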
ABCG2 inh: ABCG2 efflux pump inhibitors, primary screen, multiplex with ABCB1, IgMXP3 cells, flow cytometry | Broad substrate specificity ATP-binding cassette transporter ABCG2 (Homo sapiens), Q9UNQ0 | JC-1 efflux | inhibition, % at 6.6 µM | 0.1% of 190,000 active | AID 1325, 2008;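 active = inhibition above 80%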;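 note: 0% = DMSO and 100% = nicardipine control wells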
Target sequence (Q9UNQ0 whole entry, looked up): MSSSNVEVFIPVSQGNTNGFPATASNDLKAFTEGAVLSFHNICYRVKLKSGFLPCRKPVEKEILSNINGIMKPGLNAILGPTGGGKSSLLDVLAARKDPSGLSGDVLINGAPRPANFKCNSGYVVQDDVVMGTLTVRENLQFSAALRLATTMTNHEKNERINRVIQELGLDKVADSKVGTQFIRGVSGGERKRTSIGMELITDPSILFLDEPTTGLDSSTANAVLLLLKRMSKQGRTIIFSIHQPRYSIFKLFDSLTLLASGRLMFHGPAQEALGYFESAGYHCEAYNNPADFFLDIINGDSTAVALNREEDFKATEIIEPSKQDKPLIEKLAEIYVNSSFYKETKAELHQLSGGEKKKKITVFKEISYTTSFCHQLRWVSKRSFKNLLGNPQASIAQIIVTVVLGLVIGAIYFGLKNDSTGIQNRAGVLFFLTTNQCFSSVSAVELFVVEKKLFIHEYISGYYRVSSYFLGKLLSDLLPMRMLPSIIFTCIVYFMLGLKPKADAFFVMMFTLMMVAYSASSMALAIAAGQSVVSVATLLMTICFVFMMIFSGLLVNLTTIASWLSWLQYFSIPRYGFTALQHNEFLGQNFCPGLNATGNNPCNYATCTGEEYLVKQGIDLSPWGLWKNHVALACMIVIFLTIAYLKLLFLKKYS
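System: two drug-resistant human cell lines, ABCG2 and ABCB1; controls: nicardipine high and DMSO low controls; times: 10 min exposure at 25 °C with rotation, no wash; detection: flow cytometry of retained JC-1 fluorescence; read-out basis: percent efflux inhibition, scaled nicardipine 100% to DMSO 0%; doses: one concentration, 6.6 µM final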
ABCB1 block: ABCB1 efflux pump inhibitors, primary screen, cell-based, multiplex, flow cytometry, ABCG2 counter-screen | ATP-dependent translocase ABCB1 (Homo sapiens), P08183 | CCRF-Adr cells, JC-1 efflux | inhibition, % at 6.6 µM | 0.067% of 190,000 active; in the data active = inhibition above about 40%;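 note: 0% = vehicle and 100% = reference inhibitor; higher value means more JC-1 retained so stronger ABCB1 efflux block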
Bim-Bcl-XL: inhibitors of Bim-Bcl-XL binding, primary screen, biochemical, multiplexed, bead flow cytometry, human Bcl-XL; inhibition, % at 10 µM; Bcl-2-like protein 1 (Homo sapiens), Q07817; Bim peptide-Bcl-XL binding, fluorescence; AID 1007, 2008; 0.04% of 190,000 active
Bfl-1 Bim block: inhibitors of Bim binding to Bfl-1, primary screen, biochemical, multiplexed, bead-based flow cytometry. 0.12% of 190,000 active. Bcl-2-related protein A1 (Homo sapiens), Q16548. inhibition, % at 10 µM. Bim-Bfl-1 binding inhibition;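 note: 0% = wells without compound plus tracer and 100% = blocker peptide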
RGS4-Gao reg: modulators of RGS4 binding to Galphao, primary screen, biochemical, multiplexed bead flow cytometry; actives lie on both sides; binding response (% of control), % at 10 µM; 0.33% of 220,000 active; AID 1415, 2008; in the data active = binding response below about 49% or above about 150%; inactive = in between;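 note: fluorescent Galphao activated with aluminum fluoride binding bead-coupled RGS4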
Bcl-W Bim block: inhibitors of Bim binding to Bcl-W, primary screen, biochemical, multiplexed, bead-based flow cytometry; 0.02% of 190,000 active; Bcl-2-like protein 2 (Homo sapiens), Q92843; Bim peptide-Bcl-W binding; AID 952, 2007; inhibition, % at 10 µM;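 note: 0% = bound tracer without compound and 100% = peptide blocker; higher means less fluorescent Bim peptide bound to Bcl-W beads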
Target sequence (Q92843 whole entry, looked up): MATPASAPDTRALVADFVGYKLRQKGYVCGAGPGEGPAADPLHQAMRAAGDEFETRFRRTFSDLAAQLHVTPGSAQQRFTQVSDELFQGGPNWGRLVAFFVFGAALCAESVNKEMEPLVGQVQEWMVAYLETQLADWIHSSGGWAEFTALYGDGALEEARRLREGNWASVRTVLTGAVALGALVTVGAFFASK
Numbers without * were called inactive; ? = inconclusive. Cut-off read from the data, not from the text of the source, unless noted: active = inhibition above about 40%.

SMILES	RGS7-Gao reg	Bim-Bcl-2	Bcl-B Bim block	GSH fluor	RGS8-Gao reg	ABCG2 inh	ABCB1 block	Bim-Bcl-XL	Bfl-1 Bim block	RGS4-Gao reg	Bcl-W Bim block
Cc1cc(Nc2cccc(Cl)n2)n(-c2ccccc2)n1	98	4	2	19	95	14	0.8	-3	7	89	-1
CCOc1ccccc1OCC(=O)Nc1ccc(S(=O)(=O)Nc2nc(C)cc(C)n2)cc1	97	-3	-1	28	97	6	1.1	-4	-1	99	-2
N#C/C(=C/c1cn(-c2ccccc2)nc1-c1cccc(OCc2ccc(F)cc2)c1)C(=O)NCCCn1ccnc1	102	-2	-6	12	102	9	0.5	-7	-7	103	0
Cc1nnc(NCc2ccco2)s1	99	-4	2	12	98	4	0.5	-2	0	107	-1
O=C1OC(c2ccccc2)=N/C1=C\C=C\c1ccco1	94	-2	-6	14	102	-2	-0.8	-1	0	97	-3
COc1cccc(N(C(=O)c2ccn[nH]2)C2(C(=O)Nc3c(C)cccc3C)CCCCC2)c1	99	-6	-8	26	101	5	0.9	-8	-21	104	-4
Cc1c(Cl)cccc1Nc1nc(N)nc(CSCCO)n1	102	-8	-1	24	103	4	0.9	0	-16	102	5
COc1cc(OC)cc(-c2nnc(SCC(=O)Nc3ccc(C(=O)O)cc3)s2)c1	105	-1	4	12	99	0	0.0	1	-2	98	0
COc1ccc(/C(=C/Nc2cccc(Br)c2)C(C)=O)cc1OC	95	2	0	69	99	9	1.3	1	0	97	-1
COc1ccc2c(c1)NC1(O)c3ccccc3C(=O)C21O (configuration not stated)	96	8	3	5	93	0	0.3	0	10	94	-6
Cc1ccc(-c2cc(-c3n[nH]c(=S)n3C)c3ccccc3n2)cc1	103	0	-34	18	97	-1	-0.5	-9	3	102	-4
CC(=O)Nc1ccc(S(=O)(=O)N2CCN(c3nnnn3-c3ccccc3)CC2)cc1	89	-1	-1	25	96	0	0.1	0	-3	92	1
C=CCOc1ccc(CNCCO)cc1OCC	96	1	-4	9	104	8	1.7	-3	-1	98	-2
Cc1ccc(C2C(C=Nc3c(C)n(C)n(-c4ccccc4)c3=O)=C(c3ccccc3)Oc3ccccc32)cc1 (configuration not stated)	101	-2	-4	23	98	4	0.7	-5	-7	97	-1
CC(=O)Nc1ccc(NC2=C/C(=N/S(=O)(=O)c3cccs3)c3ccccc3C2=O)cc1	100	-4	-7	10	100	0	-0.4	-4	-3	101	-3
O=C(CSc1cccc2cccnc12)NCc1ccco1	112	0	-6	20	107	0	0.2	-4	-6	108	0
CCc1nnc(NC(=O)C2CCN(S(=O)(=O)Cc3ccccc3)CC2)s1	102	-15	-12	22	100	17	0.8	-9	-20	102	-4
COc1ccccc1CC(=O)Nc1cccc2c1CCCC2	98	-1	-2	17	100	5	0.4	-2	-1	96	-3
CCn1cc(CN2CCN(CCc3ccccc3)C(CCO)C2)c(C)n1 (configuration not stated)	100	0	-3	14	102	0	0.3	-4	-5	103	-6
CC(C)c1ccc(NC(=O)CCNS(=O)(=O)c2cccc3nonc23)cc1	104	-7	-7	20	102	32	1.4	-9	-20	104	-2
Cc1csc2nc(CNS(=O)(=O)c3ccc4c(c3)OCCO4)cn12	106	-9	-8	26	104	-4	-2.9	-2	-13	104	2
CN(C(=O)CSc1nc(N)nn1-c1ccccc1)c1ccccc1	96	0	-1	14	96	3	0.7	-2	-1	98	-1
COc1ccc(CN2CCNC(=O)C2CC(=O)NCCCn2cccn2)c(OC)c1 (configuration not stated)	97	1	-1	10	97	3	0.4	-1	-4	96	-1
CC(=O)Nc1cc(C(=O)N2CCCC2)ccc1Sc1ccc(Cl)cc1	100	-7	-2	4	106	3	0.6	-3	-8	106	-1
Cc1ccc2nc(NNC(=O)c3ccc4c(c3)OCCO4)sc2c1	106	0	-20	13	101	2	0.4	-10	0	100	-5
CN(CCC1CCOCC1)Cc1nc(Cc2ccccc2F)no1	101	-3	-4	12	100	3	0.9	-1	-4	100	-2
CC(C)(C)c1ccc(C(=O)NC(=S)Nn2cnnc2)cc1	91	-8	-9	11	97	1	0.3	-4	-6	98	-4
CCOc1ccc(-c2nc(C#N)c(NCC(C)C)o2)cc1	101	-3	-2	48	99	21	0.4	-1	-5	97	0
Cc1ccc(S(=O)(=O)NCCC(c2ccc(F)cc2)c2ccco2)cc1 (configuration not stated)	102	-1	-5	5	103	22	3.8	-4	0	104	-1
Cc1cccc(C(=O)N2CCN(c3ccc(C(F)(F)F)cn3)CC2)c1C	103	0	0	15	106	2	0.7	0	-1	104	2

Copied from above (eleven entries):
SMILES	RGS7-Gao reg	Bim-Bcl-2	Bcl-B Bim block	GSH fluor	RGS8-Gao reg	ABCG2 inh	ABCB1 block	Bim-Bcl-XL	Bfl-1 Bim block	RGS4-Gao reg	Bcl-W Bim block
O=C(CSc1cccc2cccnc12)NCc1ccco1	112	0	-6	20	107	0	0.2	-4	-6	108	0
CCc1nnc(NC(=O)C2CCN(S(=O)(=O)Cc3ccccc3)CC2)s1	102	-15	-12	22	100	17	0.8	-9	-20	102	-4
COc1ccccc1CC(=O)Nc1cccc2c1CCCC2	98	-1	-2	17	100	5	0.4	-2	-1	96	-3
CCn1cc(CN2CCN(CCc3ccccc3)C(CCO)C2)c(C)n1 (configuration not stated)	100	0	-3	14	102	0	0.3	-4	-5	103	-6
CC(C)c1ccc(NC(=O)CCNS(=O)(=O)c2cccc3nonc23)cc1	104	-7	-7	20	102	32	1.4	-9	-20	104	-2
Cc1csc2nc(CNS(=O)(=O)c3ccc4c(c3)OCCO4)cn12	106	-9	-8	26	104	-4	-2.9	-2	-13	104	2
CN(C(=O)CSc1nc(N)nn1-c1ccccc1)c1ccccc1	96	0	-1	14	96	3	0.7	-2	-1	98	-1
COc1ccc(CN2CCNC(=O)C2CC(=O)NCCCn2cccn2)c(OC)c1 (configuration not stated)	97	1	-1	10	97	3	0.4	-1	-4	96	-1
CC(=O)Nc1cc(C(=O)N2CCCC2)ccc1Sc1ccc(Cl)cc1	100	-7	-2	4	106	3	0.6	-3	-8	106	-1
Cc1ccc2nc(NNC(=O)c3ccc4c(c3)OCCO4)sc2c1	106	0	-20	13	101	2	0.4	-10	0	100	-5
CN(CCC1CCOCC1)Cc1nc(Cc2ccccc2F)no1	101	-3	-4	12	100	3	0.9	-1	-4	100	-2

Additional structures follow:
SMILES	RGS7-Gao reg	Bim-Bcl-2	Bcl-B Bim block	GSH fluor	RGS8-Gao reg	ABCG2 inh	ABCB1 block	Bim-Bcl-XL	Bfl-1 Bim block	RGS4-Gao reg	Bcl-W Bim block
Cc1cc(C)n2nc(SCc3ncc(-c4ccccc4)o3)nc2n1	112	6	-15	17	119	0	0.4	-14	-3	96	-11
CCC(Sc1nc2ccc(N)cc2s1)C(=O)Nc1nccs1 (configuration not stated)	100	0	-4	14	99	0	-0.1	-3	1	101	-4
COc1ccc(NC(=O)CN(C)CC(=O)Nc2cccc(S(=O)(=O)N(C)c3ccccc3)c2)cc1	?	-5	-5	14	102	8	1.1	0	-5	101	0
Cc1cc(NC(=O)c2c(F)cccc2Cl)no1	?	0	-2	13	100	4	1.1	1	-2	100	0
CCOC(=O)C1CCN(c2c(NCCN3CCCCC3C)c(=O)c2=O)CC1 (configuration not stated)	97	-6	-7	15	99	4	0.3	-7	-7	100	-4
COCCn1c(=O)[nH]c2cc(C(=O)NCc3cccnc3)ccc2c1=O	95	-8	-6	23	103	0	0.5	-6	-14	104	0
CCc1cccc(NC(=O)Nc2cccs2)c1	96	-4	-4	42	101	0	-0.1	-7	-7	98	1
COCCn1c(=N)c(C(=O)NCc2ccco2)cc2c(=O)n3cc(C)ccc3nc21	99	2	16	15	103	0	0.2	1	0	101	1
CC1=C(C(=O)OCC2CCCO2)C(c2coc3ccccc3c2=O)C2=C(CC(C)(C)CC2=O)N1 (configuration not stated)	92	-4	-1	14	97	2	1.2	-2	-5	95	-2
O=S(Cc1ccc(Br)cc1)Cc1nnc(SCc2c(F)cccc2Cl)n1-c1ccccc1 (configuration not stated)	103	-1	-6	23	108	-11	-3.1	-5	-1	105	-2
CCCOc1ccc(C(=O)NNC(=S)NC(=O)CC)cc1	108	-3	-51	6	99	5	0.2	-2	6	107	0
N#Cc1cccc(C(c2nnnn2Cc2ccccc2)N2CCCC2)c1 (configuration not stated)	107	-8	-6	36	102	0	0.0	-11	-12	102	0
COC(=O)CN(c1ccccc1)S(=O)(=O)c1ccc(F)cc1	95	-8	-10	25	99	11	0.4	-6	-16	97	-2
CC(C)CCN1CCN(Cc2ccc3nsnc3c2)CC1CCO (configuration not stated)	94	-4	-3	9	100	1	0.4	-3	-7	100	-1
O=[N+]([O-])c1ccc(C=Nc2ccc(Cl)cc2Cl)s1	97	0	0	21	95	2	0.7	-2	-2	99	-2
CCC(C)(C)NC(=O)Cc1ccc(C)cc1	101	-7	-8	34	102	-1	-0.3	-4	-12	103	-1
COc1ccc(NC(=O)c2cccs2)c([N+](=O)[O-])c1	93	-5	0	8	89	2	0.6	-4	-1	94	-4
CSC1=NCCN1C(=O)c1c(-c2ccccc2Cl)noc1C	102	-8	-8	20	99	-1	-1.0	-6	-14	102	-3
CC(=O)Nc1ccc(CN2CCN(c3cccc(C(F)(F)F)c3)CC2)cc1	97	-8	-8	34	87	5	-0.8	-7	-15	75	1
CC(C)CC(NC(N)=O)C(=O)Nc1ccc(Oc2ccccc2)cc1 (configuration not stated)	93	0	-8	20	100	4	-0.1	2	0	101	-4
CC(NC(=O)CC1SC(N)=NC1=O)c1ccccc1 (configuration not stated)	79	0	-13	16	80	0	-0.1	-5	-8	93	-3

Pulled one by one from the entries so far (2):
SMILES	RGS7-Gao reg	Bim-Bcl-2	Bcl-B Bim block	GSH fluor	RGS8-Gao reg	ABCG2 inh	ABCB1 block	Bim-Bcl-XL	Bfl-1 Bim block	RGS4-Gao reg	Bcl-W Bim block
CCn1cc(CN2CCN(CCc3ccccc3)C(CCO)C2)c(C)n1 (configuration not stated)	100	0	-3	14	102	0	0.3	-4	-5	103	-6
CC(C)CCN1CCN(Cc2ccc3nsnc3c2)CC1CCO (configuration not stated)	94	-4	-3	9	100	1	0.4	-3	-7	100	-1

High-throughput results deposited in PubChem BioAssay by NMMLSC.

Compounds were not picked by outcome; 1.1% or so of the library scored in one or more.
